# Bioassay records (PubChem)
# A549 viability: A549 cytotoxicity, counter-screen for Nrf2 inhibitors. A549 ARE-Fluc cells, CellTiter-Fluor viability, 18-24 h. Potency, µM (doses to about 46 µM), for inactives: at the highest dose activity change, negative = cytotoxicity, actives largely listed as inhibitors. 0.16% of 390,000 active. AID 504648; further: potency means the concentration at half of the fitted maximal effect; on the % scale 0 is the no-effect control and ±100 the full control effect
#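 A549 ARE-Fluc cells in 5% FBS OPTI-MEM, 5000 cells/well, rested 2 h then exposed to compounds in concentration-response for 18-24 h at 37 °C. Viability by CellTiter-Fluor fluorescence (Ex 405/Em 525) after 30 min; luciferase luminescence (BugLite, 15 min, RT) read afterwards.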
# HepG2 tox: kills HepG2 cells in TGF-b inhibitor counter-screen; AID 588856; Potency, µM (titrated, usually from 46.1 µM), inactives show top-dose activity change, negative = cytotoxicity, actives largely listed as cytotoxic; HepG2 CAGA-GFP viability, ATP luminescence, 18 h; 0.76% of 410,000 active; further: potency means the concentration at half of the fitted maximal effect; some results filed as inactive show a strong effect at the top dose
#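 HepG2 CAGA-GFP cells (1000/well, DMEM with 1% FBS) received compound, then TGF-beta at 500 pg/mL final, and were incubated 18 hours at 37 degrees C. Viability was read by CellTiter-Glo luminescence. Media-only wells were set as complete cell-killing and DMSO as no toxicity.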
# MCF10A rereplic: induces DNA re-replication in MCF 10a normal breast cells. MCF 10A DNA re-replication, Hoechst nuclear intensity, 48 h. Potency, µM (doses to about 46.1 µM), without a hit: at the top dose activity, positive = re-replication, most hits filed as activators. 2.9% of 350,000 active. AID 624296; further: potency means the concentration at half of the fitted maximal effect; % of control where 0% means no effect; nearly all actives have a fitted effect of over 50% in size
# IL-1B inflam inh: inhibitors of inflammasome signaling (IL-1 beta secretion) | THP-1 LPS/ATP IL-1B secretion, AlphaLISA, 16 h; hits give low values | activity change, % at 57.5 µM | 4.7% of 360,000 active; in the data active means activity change below about -50%; inconclusive means mostly about -30% to -49%; further: on the % scale 0 is the no-effect control and ±100 the full control effect
#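 Secreted IL-1B measured by AlphaLISA bead assay after 16 h compound exposure of THP-1 cells; compounds (final up to 57.5 uM) added 1 h before LPS (250 ng/mL) and ATP (1.25 mM) stimulation; lower signal means less secretion.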
# Nrf2 ARE act: activators of Nrf2 (ARE) signaling; AREc32 ARE-luciferase reporter (MCF7-derived line), luminescence, 24 h; Potency, µM (series often up to 46.1 µM), for the others: at the top dose activation, most hits filed as activators; 0.31% of 410,000 active; AID 624171; further: potency means the concentration at half of the fitted maximal effect; % of control where 0% means no effect; nearly all actives have a fitted effect of over 65% in size
#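 Steps: seed AREc32_Fluc cells (1000/well, 5% FBS OPTI-MEM); incubate overnight at 37 deg C; add 23 nL compound; incubate 24 hr; add Steady-Glo; hold 30 min RT; read luminescence.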
# TGFb SMAD3 inh: TGF-b pathway inhibition. Potency, µM (top dose mostly 46.1 µM), for inactives: top-dose activity, negative = inhibition, usual class: inhibitors. 1.2% of 410,000 active. HepG2 CAGA-GFP TGF-b/SMAD3 reporter, GFP fluorescence, 18 h; TGF-beta stimulated, 500 pg/mL final. AID 588855; further: potency means the concentration at half of the fitted maximal effect; on the % scale 0 is the no-effect control and ±100 the full control effect; nearly all actives have a fitted effect of over 65% in size
#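 Per well, imaged GFP fluorescence of HEPG2 CAGA-GFP cells gives the signal; cells get compound, then TGF-beta (500 pg/mL final), 18 h at 37 degrees C; %Activity versus -TGF-beta and +DMSO controls.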
# ATXN2 expr inh: ATXN2 expression inhibition; 0.72% of 360,000 active; Potency, µM (highest dose often 57 µM), for the others: top-dose activity change, negative = inhibition, hits mostly inhibitors; AID 1745845; HEK-293 ATXN2-luciferase reporter, luminescence, 24 h; further: potency means the concentration at half of the fitted maximal effect; on the % scale 0 is the no-effect control and ±100 the full control effect; nearly all actives have a fitted effect of over 55% in size
#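 ATXN2-luciferase reporter cells (luciferase flanked by upstream and downstream ATXN2 gene portions) were treated 24 h at 37 °C with compounds at up to 57 uM. SteadyGlo luminescence gave expression; GF-AFC fluorescence gave viability.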
# Nrf2 inh: Nrf2 pathway inhibition; A549 ARE-Fluc reporter, luciferase luminescence, 18-24 h; Potency, µM (titrated, usually from 46 µM), without a hit: top-dose activity change, negative = inhibition, actives largely listed as inhibitors; 2.1% of 360,000 active; AID 504444; further: potency means the concentration at half of the fitted maximal effect; on the % scale 0 is the no-effect control and ±100 the full control effect; nearly all actives have a fitted effect of over 60% in size
#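 Cells were seeded and rested 2 h, then exposed to compounds for 18-24 h. CellTiter-Fluor was read first as a viability measure. BugLite was added 15 min before the final luminescent read of ARE-luciferase activity in A549 cells.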
# ATXN viability: reduces viability in counter-screen for ATXN expression inhibitors | S2 cells (HEK-293 line with an ATXN2-luciferase reporter) viability, CellTiter-Fluor protease fluorescence, 24 h | Potency, µM (top dose mostly 56.7 µM), most hits filed as cytotoxic | AID 651635 | 0.49% of 400,000 active; further: potency means the concentration at half of the fitted maximal effect; nearly all actives have a fitted effect of over 40% in size
# * hit, by the source's call; i = inactive; ? = inconclusive; . = not tested or not shown; & = joins results of further samples; [ ] = remark or other dose. Unless noted, the call rests on the fitted dose curve; in most records, active means well fitted curve in the direction sought with a large enough effect; inconclusive means small, poorly fitted or top-dose-only effect, or another doubt; inactive means no such curve, though single readings can be large; an effect the other way counts as inactive or inconclusive.
entry	canonical_smiles	A549 viability	HepG2 tox	MCF10A rereplic	IL-1B inflam inh	Nrf2 ARE act	TGFb SMAD3 inh	ATXN2 expr inh	Nrf2 inh	ATXN viability
1	O=C(COc1ccccc1F)NCc1nc2ccccc2[nH]1	0%	0%	-1%	7	-0.3%	2%	-4%	-1%	i
2	CCc1ccc(N2CC(C(=O)Nc3cccc(S(=O)(=O)N4CCCC4)c3)CC2=O)cc1 (stereo not given)	-1%	3%	17%	-9	3.1%	?	-5%	?	i
3	Cc1ccc(C(=O)Nc2cc([N+](=O)[O-])ccc2C)cc1	0%	21%	-13%	42	?	1%	-8%[11.3 µM]	?	i
4	C=CCn1c(SCC(=O)Nc2cccc(C(=O)OC)c2)nnc1C(C)NC(=O)c1cccs1 (stereo not given)	11%[1.84 µM]	-13%	1%	11	0.0%	-2%	1%	0%	i
5	CN1NC(=O)CC1c1ccccc1 (stereo not given)	-1%	-2%	-10%	11	2.7%	12%	-11%	-3%	i
6	CSc1ccccc1NC(=O)Nc1ccc(F)c(Cl)c1	?	-14%	?	?	5.1%	-11%	11%	?	i
7	COC(=O)c1cccc(NC(=O)CCCOc2cccc(C)c2)c1	-1%	-3%	?	40	7.5%	-4%	18%	.	i
8	COc1cccc2c1OCC(CN1CCN(Cc3ccccc3)C(CCO)C1)=C2 (stereo not given)	-8%	-13%	-1%	3	5.9%	-17%	.	?	i
9	COCC(=O)N1CCC(Oc2ccc(C(=O)N(C)C3CCCCC3)cc2)CC1	-2%	11%	23%	0	3.0%	-1%	-10%	-7%	i
10	O=C(CSc1nnc(-c2ccc(O)cc2)o1)Nc1ccccc1Br	2%	-27%	-6%	-25	1.8%	6%	44%[activator]	?	i
11	Cc1ccc(S(=O)(=O)N2CCC(C(=O)N3Cc4ccccc4C3)CC2)cc1	-1%	0%	-6%	?	-0.8%	2%	-8%	-23%	i
12	CN(C)CCCN(C(=O)c1cc(-c2cccs2)nc2ccccc12)c1nc2c(F)cccc2s1	-12%	-85%	?	-74*	-1.0%	?	-25%	-3%	i
13	CCc1ccc(C(=O)COC(=O)c2n[nH]c3ccccc23)cc1	-4%	-17%	-1%	-4	4.7%	41%[activator]	6%	?	i
14	COc1cccc(NC(=O)CN(C)C(=O)c2csc3c2CCCC3)c1	1%	5%	5%	-16	-0.1%	-6%	6%	21%	i
15	CCC1C(=O)N(C)CCc2ccccc21 (stereo not given)	0%	-45%	9%	19	-0.6%	0%	-7%	1%	i
16	CCCc1nc2oc(C(=O)OCC)c(N)c2c2c1COC(C)(C)C2	-2%	-7%	8%	-24	0.4%	17%	-13%	9%	i
17	Cc1nnc(NC(=O)CSc2ncc(-c3ccccc3)[nH]2)s1	1%	3%	22%	78	9.6%	-4%	10%	-1%	i
18	C=CCN1C=C2C(=O)C(C)(OC(=O)c3ccc(OC)cc3)C(=O)C(c3ccco3)=C2C=C1CCCC (stereo not given)	0%	-16%	-9%	22	3.4%	-22%	-5%	5%	i
19	O=C(NCc1ccc(C(F)(F)F)cc1)c1ccc(-c2ccc(F)c(F)c2)c2ccoc12	.	-27%	.	?	0.6%	-3%	8%	.	i
20	O=C(c1ccc([N+](=O)[O-])cc1)N1CCN(c2ccc(Nc3ccccc3)nn2)CC1	-1%	9%	.	.	0.2%	-16%	.	.	.
21	CC(C)=CC(=O)O[C@@H]1Cc2c(ccc3ccc(=O)oc23)OC1(C)C	0%	-4%	?	-3	4.0%	-3%	1%	10%	i
22	CC1CN(C(=O)CCC(=O)NCc2ccccc2)c2ccccc2S1 (stereo not given)	-7%	-9%	18%	-6	-0.2%	-12%	-19%	7%	i
23	CC(C)CN(C(=O)c1ccc(S(=O)(=O)N2CCCCC2)cc1)C1CCS(=O)(=O)C1 (stereo not given)	0%	-14%	2%	-2	-0.7%	17%	-4%	1%	i
24	CCn1cc(CNC(=O)c2cc(Cl)ccc2OC)c(C)n1	-1%	11%	5%	-2	-0.9%	3%	7%	-15%	i
25	Cc1ccc(CCNc2ccc3ccccc3c2)cn1	0%	-13%	?	15	4.8%	?	63%[activator]	21%	i
26	CC(C(=O)NCc1cccnc1)N1C(=O)c2ccccc2C1=O (stereo not given)	1%	12%	0%	31	-0.3%	20%	10%	.	i
27	COC(=O)C1=C(C)NC2=C(C(=O)CC(C)(C)C2)C1c1cccc(C)n1 (stereo not given)	.	7%	3%	15	0.4%	-13%	1%	13%	i
28	CCCN1C(=O)/C(=C/c2ccc(N3CCCC3)c(C)c2)NC1=S	-16%	0%	?	-25	4.4%	110%[activator]	-6%	21µM*	i
29	Cc1ccc(CNC(=O)c2ccccc2NC(=O)C2=CSCCO2)cc1	-7%	-7%	-1%	3	-0.1%	0%	-1%	?	i
30	COc1ccc(-c2nc3ccc(C)cn3c2CC(C)(C)C)cc1OC	.	-52%	.	-12	7.1%	?	28µM*	.	.

# Another view of part of the listing above.
16) CCCc1nc2oc(C(=O)OCC)c(N)c2c2c1COC(C)(C)C2
17) Cc1nnc(NC(=O)CSc2ncc(-c3ccccc3)[nH]2)s1
18) C=CCN1C=C2C(=O)C(C)(OC(=O)c3ccc(OC)cc3)C(=O)C(c3ccco3)=C2C=C1CCCC (stereo not given)
19) O=C(NCc1ccc(C(F)(F)F)cc1)c1ccc(-c2ccc(F)c(F)c2)c2ccoc12
20) O=C(c1ccc([N+](=O)[O-])cc1)N1CCN(c2ccc(Nc3ccccc3)nn2)CC1
21) CC(C)=CC(=O)O[C@@H]1Cc2c(ccc3ccc(=O)oc23)OC1(C)C
22) CC1CN(C(=O)CCC(=O)NCc2ccccc2)c2ccccc2S1 (stereo not given)
23) CC(C)CN(C(=O)c1ccc(S(=O)(=O)N2CCCCC2)cc1)C1CCS(=O)(=O)C1 (stereo not given)
Screen / compound no.	16	17	18	19	20	21	22	23
A549 viability	-2%	1%	0%	.	-1%	0%	-7%	0%
HepG2 tox	-7%	3%	-16%	-27%	9%	-4%	-9%	-14%
MCF10A rereplic	8%	22%	-9%	.	.	?	18%	2%
IL-1B inflam inh	-24	78	22	?	.	-3	-6	-2
Nrf2 ARE act	0.4%	9.6%	3.4%	0.6%	0.2%	4.0%	-0.2%	-0.7%
TGFb SMAD3 inh	17%	-4%	-22%	-3%	-16%	-3%	-12%	17%
ATXN2 expr inh	-13%	10%	-5%	8%	.	1%	-19%	-4%
Nrf2 inh	9%	-1%	5%	.	.	10%	7%	1%
ATXN viability	i	i	i	i	.	i	i	i

# The list goes on.
entry	canonical_smiles	A549 viability	HepG2 tox	MCF10A rereplic	IL-1B inflam inh	Nrf2 ARE act	TGFb SMAD3 inh	ATXN2 expr inh	Nrf2 inh	ATXN viability
31	COC(=O)c1ccc(NC(=O)C2CCN(C(=O)c3cc(OC)c(OC)c(OC)c3)CC2)cc1	-6%	6%	-2%	17	-0.5%	5%	4%	5%	i
32	CCCN(CCC)S(=O)(=O)c1ccc(C(=O)Nc2nc(-c3ccccc3)c(C(=O)OCC)s2)cc1	-6%	10%	?	19	-0.3%	-7%	1%	5%	i
33	CCOC(=O)N1CCN(C(=O)c2ccccc2NC(C)=O)CC1	5%	0%	-5%	10	-0.4%	7%	-24%	4%	i
34	CCc1ccc(-n2c(SCC(=O)Nc3ccc(C(=O)O)cc3)nnc2-c2ccncc2)cc1	-13%	1%	0%	7	0.0%	1%	3%	3%	i
35	COc1cccc(C(=O)Nc2ccc(F)cc2F)c1	2%	-4%	4%	-12	2.3%	-4%	44%[activator]	?	i
36	Cc1cccc(NC(=S)NNc2cccc(Cl)c2)c1	-3%	-43%	?	-9	?	?	-33%	27%	i
37	Nc1ccc2nc3c(=O)n(CCc4ccccc4)c(=O)[nH]c3nc2c1	-3%	-17%	?	.	0.3%	104%[activator]	7%	4%	.
38	Cc1ccc(C)c(-n2c(-c3ccco3)n[nH]c2=S)c1	5%	9%	7%	10	-0.5%	-13%	-4%	2%	i
39	COc1cc(/C=N/NC(=O)Cn2nnc3ccccc32)ccc1O	18%	-1%	7%	13	2.6%	-14%	.	-23%	i
40	O=C(NN=C1CCCC1)c1cc(Cl)cc(Cl)c1O	0%	5%	4%	8	3.6%	3%	7%	14%	i
41	CCCNc1nc2ccccc2c(=O)[nH]1	4%	-4%	-29%	-69*	1.5%	3%	0%	?	i
42	CC1CCc2sc(C(=O)NCc3ccc(F)cc3)cc2C1 (stereo not given)	-6%	-23%	8%	?	0.1%	-29%	3%	-2%	i
43	COc1cc(C(=S)N2CCOCC2)cc(OC)c1OC	2%	18%	2%&4%	14	-0.5%	1%	24%&14%	-2%	i
44	CCOc1ccc(/C=N/NC(=O)c2[nH]c3ccc(C)cc3c2C)cc1	-1%	-9%	?	-24	-0.1%	-17%	29%	13%	i
45	O=C(NCCCn1ccnc1)/C(=C\c1cccnc1)NC(=O)c1ccco1	8%	-7%	0%	-7	0.3%	-2%	10%	?	i
46	CCOC(=O)c1sc(NC(=O)C2CC2)cc1C	0%	-7%	9%	-5	0.4%	0%	22%	6%	i
47	COc1cc(-c2cc(OC)c3c(C)oc(C)c3c(=O)c2)ccc1OC(=O)c1cccc(Cl)c1	2%	-34%	.	.	5.1%	-33%	.	-5%	.
48	O=C(N=C1SC2CS(=O)(=O)CC2N1c1ccc(Br)cc1)C1CCCO1 (stereo not given)	6%	-4%	7%	0	-0.2%	0%	3%	11%	i
49	Cc1ccccc1-c1nn2c(=O)cc(CN3CCN(C(=O)/C=C/c4ccccc4)CC3)nc2s1	4%	-20%	.	.	11%	?	-3%	.	i
50	CCN1CCN(C(CNC(=O)c2ccc3c(c2)OCO3)c2cccnc2)CC1 (stereo not given)	2%	-2%	-1%	-17	3.7%	-13%	3%	0%	i
51	Cc1cccc(C)c1NC(=O)c1cc(-c2ccccn2)nc2ccccc12	1%	0%	1%	50	0.1%	0%	-19%	-10%	i
